Screening results as filed in PubChem BioAssay.
CSM14.1 death rescue = protection against thapsigargin-triggered cell killing – 384-well, CSM14.1, ATP luminescence, primary screen (AID 1222). CSM14.1 thapsigargin-induced death rescue, ATP luminescence; higher % means a stronger effect. 190,000 tested, under 10 active. cellular ATP content (survival), % at 20 µM; hits with a dose series show EC50 in µM;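 active = EC50 below 50 µM in the dose-response confirmation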;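 note: death triggered by thapsigargin at about 15 µM added after 2 h compound pretreatment; cell ATP read after overnight thapsigargin exposure of roughly 18 to 22 hours; normalized against plate controls of thapsigargin alone and 5% DMSO vehicle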
M1AAP inhibition = malaria alanyl aminopeptidase activity blockers – biochemical, fluorogenic H-Leu-NHMec substrate, 1536-well (AID 1445) | recombinant M1AAP, H-Leu-NHMec fluorogenic kinetic assay; higher % means a stronger effect | inhibition, % at 30 µM, or IC50 in µM where a hit was titrated | 220,000 compounds, 0.42% hits;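 active = primary inhibition above the hit cutoff, then over 50% inhibition at one or more dose response concentrations, cut at about 23% in these data, passing the limit was not always enough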;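 note: plate controls were DMSO full reaction for no effect and no enzyme background for full effect; strong numbers were not always called active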
human PMI inhibitors = MPI inhibition at elevated mannose 6-phosphate – biochemical, fluorescence intensity, high mannose 6-phosphate, primary screen (AID 1220); recombinant PMI enzyme, coupled fluorescence intensity; higher % means a stronger effect; inhibition, % at 20 µM; hits with a dose series show IC50 in µM; 190,000 compounds, 0.66% hits
Myeloid diff 2 = myeloid differentiation induction | calls only at 10 µM | ER-HoxA9 myeloid progenitors, lysozyme-GFP differentiation, flow cytometry | 360,000 compounds, 1% hits;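 active = normalized GFP-positive differentiation at or above the plate's own cutoff, the solvent-only control mean plus 3 SD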;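 note: cells exposed to compound for four days before flow analysis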
TNAP activators = human TNAP enzyme activators, primary screen, biochemical, luminescent, no phosphate acceptor, uHTS (AID 1001); purified TNAP, luminescent activation assay, no phosphate acceptor; higher activation fold means a stronger effect; activation fold at 20 µM, or EC50 in µM where a hit was titrated; 200,000 compounds, 0.03% hits; in the data active = activation fold from about 3, or a potency from the dose series; inactive = the rest, 99 in 100 with activation fold below about 1.6; note: many of its hits are not listed in these tables
WT yeast gro inh = growth inhibition of WT yeast, mitochondrial fusion screen; mitochondrial fusion phenotypic screen, WT strain; inhibition, % at 10 µM; 190,000 compounds, 2.1% hits; AID 1362; in the data active = inhibition above about 58%; tested in S. cerevisiae
PMI inhibitors = inhibitors of human PMI, primary screen, biochemical, fluorescence intensity, coupled assay (AID 1209). one-dose inhibition, % at 20 µM; IC50 in µM for titrated hits. 190,000 compounds, 0.42% hits. purified PMI enzyme, coupled fluorescence intensity; higher % means a stronger effect;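 note: plate controls were DMSO vehicle for no effect and wells lacking substrate for full effect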
K1F lysis inhibition = inhibition of K1F phage lysis, E. coli UTI89, bacterial capsule biogenesis inhibitors, alamar blue (AID 488966); inhibition, % at 100 µM, or IC50 in µM where a hit was titrated; 340,000 compounds, 0.02% hits; E. coli UTI89 K1F phage lysis, alamar blue, 2 h; higher % means a stronger effect;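 active = phage lysis inhibition, versus mean bacterial control, above a set limit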;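 note: capsule biogenesis inhibitors block K1F phage lysis so surviving cells raise fluorescence; higher fluorescence means more inhibition of phage lysis; actives were called in the ten point dose series up to 300 µM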
Hep lipid drop = hepatic lipid droplet formation modulation | AML12 mouse hepatocytes, oleate lipid droplets, BODIPY imaging | inhibition, % at 6.5 µM | 240,000 compounds, 0.4% hits | AID 1656;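 active = lipid droplet intensity inhibited by at least 50%, with more than 500 cells counted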
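Test system: AML12 mouse liver cells; schedule: overnight exposure; technique: high-content imaging of BODIPY-stained droplets and DAPI nuclei; read-out: % inhibition of corrected integrated BODIPY droplet signal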
WT yeast gro inh mutant strain = recorded beside WT yeast gro inh, whose call it bears; inhibition, %; mitochondrial fusion phenotypic screen, mutant strain inhibition
Hep lipid drop cells 6.5 µM = recorded beside Hep lipid drop, whose call it bears; cell count; measured here: cell count, cytotoxicity flag;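 cells counted across two imaged fields per well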
Myeloid diff 2 GFP+ MAC1+ % = second read-out of Myeloid diff 2, no call of its own (marks repeat the call); GFP+ MAC1+ double positive, %; measured here: differentiation confirmed by MAC1 staining
Numbers without * were called inactive; i = inactive; nt = no result given; [ ] = another dose, or the depositor's remark. Cut-off read from the data, not from the text of the source, unless noted: active = inhibition above about 50%; inactive = the rest.

The line under a structure holds: CSM14.1 death rescue, M1AAP inhibition, human PMI inhibitors, Myeloid diff 2, Myeloid diff 2 GFP+ MAC1+ %, TNAP activators, WT yeast gro inh, WT yeast gro inh mutant strain, PMI inhibitors, K1F lysis inhibition, Hep lipid drop, Hep lipid drop cells 6.5 µM
1	Cc1nc2sc(C(c3ccc(Cl)cc3)N3CCOCC3)c(O)n2n1 (stereo unspecified)
 : 1.0%, -5.8%, 9.9%, i, 2.2, 1.1, -1.2, 26.7, 15.2%, 1.3%, nt, nt
2	CC(=O)Nc1ccc(OCCOc2ccc(/C=C3/C(=N)N4C=CSC4=NC3=O)cc2)cc1
 : -0.7%, 8.1%, 6.2%, i, 0.5, 1, 0.6, -6.8, 0.7%, 0.0%, 0.0, 703
3	O=S(=O)(c1ccc(S(=O)(=O)N(Cc2ccc(F)cc2)C2CCCC2)cc1)N1CCCC1
 : 0.4%, 7.5%, -4.1%, i, 0.4, 1, 10.8, 7.4, -5.9%, 1.0%, nt, nt
4	CC(C)Cn1c(O)c(N=NC(=O)c2cccc(S(=O)(=O)N3CCCCC3)c2)c2ccccc21
 : 10.6%, 0.4%, 18.0%, i, 0.6, 1, 7.0, -4.0, 29.4%, 0.5%, -11.7, 662
5	CSc1nc(N)nc(SCC(=O)c2ccc(C)cc2)c1C#N
 : -2.1%, 1.5%, -4.0%, i, 0.6, 1.1, 9.1, 0.5, 0.0%, 0.7%, nt, nt
6	CC(Oc1cccc2c1OC(C)(C)C2)C(=O)O (stereo unspecified)
 : -0.3%, -0.3%, -9.7%, i, 0.7, 1.1, -1.7, -1.5, -8.6%, 0.2%, 10.7, 703
7	CCN(CCCNC(=O)CCn1c(=O)[nH]c2ccsc2c1=O)c1ccccc1
 : 1.4%, 4.9%, 8.4%, i, 1.0, 0.9, -2.7, -1.1, -2.2%, -0.3%, 13.1, 707
8	C=C(C)Cn1c(SCC#N)nc2ccccc2c1=O
 : -1.6%, 8.2%, 10.1%, i, 0.6, 1.1, -6.1, -2.2, 6.5%, 0.0%, 9.3, 677
9	Cc1cc(/C=C2\NC(=O)NC2=O)c(C)n1-c1ccc(N2CCOCC2)cc1
 : nt, 18.3%, nt, i, 0.4, nt, nt, nt, nt, 0.9%, -18.4, 694
10	COCCNC(=O)CSc1nnc2c(Cl)cc(Cl)cn12
 : -0.7%, 7.5%, 4.2%, i, 1.2, 1, 0.1, 1.4, 2.0%, -0.1%, nt, nt
11	O=C(COC(=O)c1ccc2c(c1)OCO2)NCc1ccc2c(c1)OCO2
 : -0.2%, 6.2%, -3.1%, i, 1.1, 1.2, 7.2, -8.1, -2.7%, 0.4%, 8.1, 770
12	CC1(C)C(=O)OC(C(=O)c2ccccc2)C(C)(C)C1=O (stereo unspecified)
 : 1.6%, 6.8%, 3.4%, i, 0.6, 1.1, 3.0, -1.4, -0.6%, 1.0%, nt, nt
13	COc1cc2cc(C)c(SCC(=O)N3CCN(C(=O)c4ccco4)CC3)nc2cc1OC
 : nt, 6.0%, nt, i, 1.5, nt, nt, nt, nt, -0.3%, -3.9, 726
14	CN(Cc1cc(=O)n2ccsc2n1)c1ccccc1
 : -2.1%, 7.2%, -17.6%, i, 0.0, 1, -6.3, 1.2, -6.0%, 0.2%, 3.4, 622
15	O=Cc1c(N2CCCCC2)nc2ccccn2c1=O
 : -0.1%, 13.0%, -6.3%, i, 0.1, 1.1, 2.9, -3.0, -3.1%, nt, -5.0, 656
16	COc1cc(OC)c(C(=O)NCCCn2ccnc2)cc1OC
 : -0.6%, -1.3%, -2.5%, i, 0.4, 1, 3.5, -15.1, -3.8%, 0.4%, -3.6, 680
17	C/C(=N\NC(=O)C1COc2ccccc2O1)c1cccs1 (stereo unspecified)
 : -0.4%, 1.6%, 6.6%, i, 7.5, 1, -2.9, 0.5, 10.3%, 7.4%, 4.6, 811
18	CCNC(=O)CN(C1CCCCC1)S(=O)(=O)c1ccc(F)cc1
 : -0.5%, -4.9%, 0.8%, i, 0.5, 1.1, 12.3, 5.5, 1.2%, 0.6%, nt, nt
19	CC[C@H](C)[C@H](NC(N)=O)C(=O)NCCc1ccc(Cl)cc1
 : -0.9%, -5.1%, -6.1%, i, 0.5, 1.1, 5.0, -29.6, -5.5%, -0.4%, 10.5, 698
20	Cc1ccc(C(=O)N2NC(c3ccc(F)cc3)C3C(=O)N(c4ccc(C)c(C)c4)C(=O)C32)cc1 (stereo unspecified)
 : 0.1%, 4.8%, 1.2%, i, 1.0, 1.1, 3.2, -1.0, 3.1%, -1.0%, 0.1, 778
21	Cn1cnnc1SC/C(O)=C(\C#N)c1nc2ccccc2[nH]1
 : -1.4%, -7.7%, 0.7%, i, 0.3, 1.1, -1.1, -2.1, 6.1%, 0.2%, 29.1, 701
22	CC(C(=O)Nc1ccccc1-c1ccccc1)N1CCCCC1 (stereo unspecified)
 : -0.3%, -15.2%, -6.3%, i, 0.3, 1.1, 6.6, -11.8, 4.4%, 0.5%, -10.7, 760
23	COc1ccc(/C(O)=C2/C(=O)C(=O)N(CCN(C)C)C2c2ccc(F)cc2)cc1Cl (stereo unspecified)
 : 1.7%, -3.9%, 3.3%, i, 0.6, 1, -3.4, -6.6, 3.1%, 1.1%, nt, nt
24	c1ccc(CNc2nc(CN3CCOCC3)nc3scc(-c4ccccc4)c23)cc1
 : 3.6%, 0.4%, 0.2%, i, 0.0, 1.1, 54.2, 23.0, 5.5%, 1.9%[50 µM], -18.3, 603
25	O=C1CC(c2cc3c(cc2Br)OCO3)C2=C(CCCC2=O)N1 (stereo unspecified)
 : 0.8%, 3.1%, 2.6%, i, 0.5, 1.1, 1.1, 0.4, 2.7%, 0.5%, nt, nt
26	N#Cc1ccc(CSc2nnc(-c3c[nH]c4ccccc34)n2-c2ccccc2)cc1
 : 3.2%, -2.7%, 7.2%, i, 0.8, 1.2, -10.7, -11.9, 13.1%, -0.1%, -5.5, 710
27	CNc1oc(-c2ccco2)nc1C#N
 : -1.6%, 3.0%, 0.9%, i, 1.1, 1.1, -8.4, -18.6, 0.8%, 0.5%, 1.7, 759
28	Cc1cc(/C=C2\SC(N)=NC2=O)c(C)n1-c1ccccc1
 : -4.7%, 8.4%, -87.6%, i, 0.6, 1.1, -4.6, -12.4, -36.4%, 0.1%, 6.8, 782
29	CCN1CCN(CC(=O)c2cc(OC)c(OC)c(OC)c2)CC1
 : -0.1%, -3.3%, -20.5%, i, 0.4, 1, -2.1, -0.7, -35.8%, 0.2%, -27.4, 674
30	O=C(O)c1ccc(COc2ccccc2Cl)cc1
 : 1.0%, 7.5%, -6.2%, i, 13.3, 1.1, 51.5, -20.9, -6.2%, 2.1%, nt, nt
31	CC(=O)[C@@H]1[C@@H]2C(=O)N(C3CCCCC3)C(=O)[C@@H]2C2c3ccccc3C=CN21 (stereo partly specified)
 : -1.6%, -0.6%, -6.2%, nt, nt, 1.1, 9.0, -3.1, -20.3%, nt, nt, nt
32	Cc1nc(NC(CC(C)C)C(=O)O)c2nc(C)oc2n1 (stereo unspecified)
 : -4.8%, 2.8%, -5.8%, i, 7.6, 1.1, -0.7, -10.0, -2.5%, 0.0%, -0.4, 718
33	CC(=O)c1c(C)c[nH]c1C
 : -3.8%, 5.8%, -8.5%, i, 0.3, 1.1, 6.0, -0.1, -9.1%, 0.9%, nt, nt
34	COc1ccc(-n2cc(CNCCCn3ccnc3)c(-c3cccc(F)c3)n2)cc1
 : -4.2%, nt, -0.8%, i, 0.4, 1, -9.9, -0.2, -4.7%, 1.4%, -0.8, 714
35	CN(C)/N=C/c1ccc(OS(=O)(=O)c2ccccc2)cc1
 : -1.2%, nt, 2.3%, i, 0.3, 1.1, 13.9, 1.6, 5.5%, -0.9%, 2.2, 746
36	CCSC1=NC(C)(C)C=C(/C=C/c2ccc(Cl)cc2Cl)N1
 : -1.4%, 12.9%, -14.2%, i, 0.6, 1, 59.9*, 31.9*, -9.7%, 0.2%, 6.5, 787
37	CCOc1cc(CNc2ccc3cn[nH]c3c2)ccc1OC
 : 0.0%, 9.0%, -6.9%, i, 7.5, 1.1, -8.1, 7.8, 31.0%, 2.2%, -6.7, 752
38	CCOC(CNC(=O)c1nnc(Cc2cc(OC)c(OC)c(OC)c2)o1)OCC
 : 2.4%, -4.7%, -8.8%, i, 0.2, 1.1, 2.7, -1.8, -13.0%, 1.6%[50 µM], -8.2, 750
39	Cc1cc2occ(CC(=O)O)c2cc1C
 : -1.4%, -1.3%, 1.8%, i, 0.4, 1.1, 15.4, 23.0, 2.3%, 0.1%, nt, nt
40	Cc1cccc(C(=O)N[C@H](C(=O)Nc2nnc(C3CC3)s2)C(C)C)c1
 : 0.2%, -5.2%, -1.9%, i, 0.6, 1, 3.1, 14.0, -6.3%, 1.3%, 8.1, 639

Record cards (already shown). Values in the order: CSM14.1 death rescue	M1AAP inhibition	human PMI inhibitors	Myeloid diff 2	Myeloid diff 2 GFP+ MAC1+ %	TNAP activators	WT yeast gro inh	WT yeast gro inh mutant strain	PMI inhibitors	K1F lysis inhibition	Hep lipid drop	Hep lipid drop cells 6.5 µM
`CC(=O)[C@@H]1[C@@H]2C(=O)N(C3CCCCC3)C(=O)[C@@H]2C2c3ccccc3C=CN21` (stereo partly specified) across the screens: -1.6%	-0.6%	-6.2%	nt	nt	1.1	9.0	-3.1	-20.3%	nt	nt	nt
`CCOC(CNC(=O)c1nnc(Cc2cc(OC)c(OC)c(OC)c2)o1)OCC` across the screens: 2.4%	-4.7%	-8.8%	i	0.2	1.1	2.7	-1.8	-13.0%	1.6%[50 µM]	-8.2	750

Next section
The line under a structure holds: CSM14.1 death rescue, M1AAP inhibition, human PMI inhibitors, Myeloid diff 2, Myeloid diff 2 GFP+ MAC1+ %, TNAP activators, WT yeast gro inh, WT yeast gro inh mutant strain, PMI inhibitors, K1F lysis inhibition, Hep lipid drop, Hep lipid drop cells 6.5 µM
41	CCOC(=O)C1CCN(Cc2ccccc2C(F)(F)F)CC1
 : 0.2%, 6.6%, -7.4%, i, 0.6, 1, -5.4, -7.6, 2.9%, -2.1%, nt, nt
42	COc1ccccc1C(=O)NCCC(=O)Nc1cccnc1
 : nt, -0.1%, nt, i, 0.2, nt, nt, nt, nt, 0.3%, 2.6, 687
43	COC(=O)Cn1nc(-c2ccccc2)c2ccccc2c1=O
 : 6.1%, 1.5%, 16.5%, i, 10.2, 1.1, 7.8, 12.0, 26.1%, 0.1%, 0.4, 728
44	C=CCNC(=O)c1onc(CSc2ccc(OC)cc2)c1C(=O)O
 : -1.0%, 0.6%, -11.9%, i, 1.1, 1.1, 2.1, 16.4, -4.8%, 0.7%, nt, nt
